Assay outcomes (PubChem BioAssay)
Tau fluor counter – counter-screen for tau fibril formation inhibitors. 280,000 tested, 0.93% active. Potency, µM (doses to about 57.7 µM), for the others: at the highest dose activity change, negative = decrease. tau K18 P301L (four-repeat tau fragment) Alexa594 fluorescence, heparin fibrillization; also: potency is read from the fitted curve at half-maximal effect; % is scaled to controls: 0 for no effect and ±100 for the full control effect; nearly all actives have a fitted effect of over 55% in size
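Human K18 P301L tau (15 uM unlabeled plus 0.24 uM Alexa 594-labeled, final) in 100 mM sodium acetate pH 7 was mixed with compound and 20 uM heparin and incubated 6 hr at 37 C.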
Tau fibril FP – tau fibrillization inhibition (FP); P10636; K18 P301L tau heparin fibrillization, Alexa594 FP, 6 h; Potency, µM (doses to about 57.7 µM), inactives show at the top dose activity, negative = inhibition, usual class: inhibitors; 280,000 tested, 0.39% active; also: potency is read from the fitted curve at half-maximal effect; % is scaled to controls: 0 for no effect and ±100 for the full control effect; nearly all actives have a fitted effect of over 55% in size
Target sequence (P10636 561-689 P618L limits assumed): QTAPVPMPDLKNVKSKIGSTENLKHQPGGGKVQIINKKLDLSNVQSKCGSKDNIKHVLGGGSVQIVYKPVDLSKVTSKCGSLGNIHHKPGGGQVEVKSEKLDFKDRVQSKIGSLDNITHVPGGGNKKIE
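Human tau K18 […] P301L fragment, 15 uM unlabeled plus 0.24 uM Alexa 594-labeled tau (final), with compound and 20 uM heparin in 100 mM sodium acetate pH 7; 6 hr at 37 C, then Alexa 594 FP read.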
TRb SRC2 PPI – TRbeta-SRC2 interaction inhibition; P10828; TRbeta-SRC2 peptide binding, fluorescence polarization; receptor liganded with 1 µM T3; Potency, µM (titrated, usually from 106 µM), for the others: at the top dose activity change, negative = inhibition, most hits filed as inhibitors; 280,000 tested, 0.065% active; AID 1469;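 also: potency is read from the fitted curve at half-maximal effect; plate controls were bound peptide for no effect and peptide without receptor for full effect; nearly all actives have a fitted effect of over 50% in size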
Target sequence (P10828 whole entry, looked up): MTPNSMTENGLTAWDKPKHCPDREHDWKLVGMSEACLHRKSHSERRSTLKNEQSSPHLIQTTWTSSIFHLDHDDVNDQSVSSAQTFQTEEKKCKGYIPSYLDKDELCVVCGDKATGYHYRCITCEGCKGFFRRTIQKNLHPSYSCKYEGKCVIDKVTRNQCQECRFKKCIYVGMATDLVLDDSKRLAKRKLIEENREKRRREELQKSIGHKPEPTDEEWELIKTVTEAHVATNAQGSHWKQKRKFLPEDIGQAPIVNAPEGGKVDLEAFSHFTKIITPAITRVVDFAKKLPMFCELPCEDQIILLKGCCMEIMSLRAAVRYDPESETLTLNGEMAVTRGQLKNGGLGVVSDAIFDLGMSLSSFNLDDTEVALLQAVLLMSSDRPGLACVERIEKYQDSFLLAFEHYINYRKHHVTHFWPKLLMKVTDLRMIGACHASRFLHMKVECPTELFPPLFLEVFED
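Human TRb ligand-binding domain (0.6 uM) is mixed with 20 nM Texas Red SRC2 peptide and 1 uM T3; after compound addition and 5 hr at ambient temperature, polarization is measured and normalized to unbound and bound controls.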
Epigenetic reg – derepresses silenced GFP reporter in murine cells; murine LDR cells, GFP reporter derepression, 30 h; Potency, µM (top dose mostly 53.9 µM), without a hit: at the top dose GFP activation, hits mostly activators; 280,000 tested, 0.2% active; AID 1865; also: potency is read from the fitted curve at half-maximal effect; % of control where 0% means no effect; nearly all actives have a fitted effect of over 60% in size
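Derepression of a silenced CMV-GFP reporter in murine LDR cells is scored by enumerating GFP-positive cells with a laser-scanning microplate cytometer after 30 hours of treatment at 37 C.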
GLA spleen mod – inhibits or activates alpha-galactosidase in human spleen homogenate | human spleen homogenate, 4MU-alpha-Gal fluorescence, 40 min | AID 2107 | Potency, µM (titrated, usually from 80 µM), for inactives: at the highest dose activity change, negative = inhibition, most hits filed as inhibitors | 240,000 tested, 0.008% active;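 also: potency is read from the fitted curve at half-maximal effect; 0% = enzyme with vehicle and -100% = no enzyme basal signal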
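Human spleen homogenate (1 ug) was the enzyme source, with 4-methylumbelliferyl-alpha-D-galactopyranoside (1 mM final) in pH 5.0 citrate buffer with 0.01% Tween-20. Compounds were titrated; after 40 min at 37C, NaOH/glycine stop, 4-MU fluorescence read; AC50 from Hill fits.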
CBFb-RUNX1 inh – blocks binding between human CBF-beta and RUNX1; Q01196+Q13951; AlphaScreen CBFb-His/RUNX1-biotin binding, biochemical; Potency, µM (titrated, usually from 59.8 µM), inactives show at the highest dose activity, negative = inhibition, hits mostly inhibitors; 230,000 tested, under 10 active; AID 1477; also: % of control where 0% means no effect
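His-tagged CBF-beta and biotinylated RUNX1 (30 nM each) were premixed 20 min at room temperature, exposed to compound for 15 min, then given nickel-chelate and streptavidin AlphaScreen beads (50 ng each). After 90 min, AlphaScreen signal was read.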
TexasRed fluor – alters Texas Red total fluorescence, flagging assay interference; TRb/SRC2 Texas Red total fluorescence interference; Potency, µM (doses to about 106 µM), inactives show at the highest dose fluorescence change, negative = quenching; 280,000 tested, 0.29% active; active = well fitted curve in either direction with a large enough effect; inconclusive = small, poorly fitted or top-dose-only effect; also: potency is read from the fitted curve at half-maximal effect; % is scaled to controls: 0 for no effect and ±100 for the full control effect
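Human TRb ligand-binding domain at 0.6 uM with 20 nM Texas Red SRC2 peptide in Tris buffer containing 1 uM T3 and 5% DMSO, incubated with compound 5 h at ambient temperature. Total fluorescence (555/632 nm) calculated as parallel + 2 × perpendicular.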
NPSR antag – blocks cAMP signaling of the human neuropeptide S receptor; AID 1461; 220,000 tested, 1% active; Q6W5P4; Potency, µM (titrated, usually from 38.3 µM), without a hit: at the top dose activity change, negative = inhibition, actives largely listed as inhibitors; CHO-NPSR cells, cAMP TR-FRET, antagonist mode; also: potency is read from the fitted curve at half-maximal effect; % is scaled to controls: 0 for no effect and ±100 for the full control effect; nearly all actives have a fitted effect of over 50% in size; many of its hits are not listed in these tables
Target sequence (Q6W5P4 whole entry, looked up): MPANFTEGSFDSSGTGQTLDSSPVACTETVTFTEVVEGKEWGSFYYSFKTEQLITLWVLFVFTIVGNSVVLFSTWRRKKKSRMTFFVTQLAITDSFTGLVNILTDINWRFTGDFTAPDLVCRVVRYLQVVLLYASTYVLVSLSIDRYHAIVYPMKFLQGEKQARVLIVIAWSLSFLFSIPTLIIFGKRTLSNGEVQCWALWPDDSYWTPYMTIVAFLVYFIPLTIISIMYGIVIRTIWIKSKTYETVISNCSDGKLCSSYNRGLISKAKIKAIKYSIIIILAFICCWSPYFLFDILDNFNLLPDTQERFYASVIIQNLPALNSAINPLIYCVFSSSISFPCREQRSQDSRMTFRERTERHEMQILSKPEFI
Active calls of the source: *; ? = inconclusive; . = no result given; & = joins results of further samples; [ ] = another dose, or the depositor's remark. Unless noted, calls follow the shape of the dose curve; as a rule, active = well fitted curve in the direction sought with a large enough effect; inconclusive = small, poorly fitted or top-dose-only effect, or another doubt; inactive = no such curve, though single readings can be large; an effect the other way counts as inactive or inconclusive. The list is partial; rates above refer to the full screens.

SMILES	Tau fluor counter	Tau fibril FP	TRb SRC2 PPI	Epigenetic reg	GLA spleen mod	CBFb-RUNX1 inh	TexasRed fluor	NPSR antag
O=C(Nc1ccccc1)c1n[nH]c(Cn2cncn2)n1	0%	-2%	0%	-1.3%	5%	-5%	0%	-4%[46.1 µM]
O=C(NCc1ccc2c(c1)OCO2)c1cccnc1Cl	-2%	3%	1%	2.5%	-2%	19%	-8%	11%
O=c1[nH]nc(SCc2ccccc2Cl)n1-c1ccc2c(c1)OCCO2	1%	6%	-5%	7.9%	7%	0%	-1%	21%
Cc1ccc(NC(=O)c2cc(-c3cccs3)on2)cc1C	-14%&-18%	?	-4%&5%	-1.1%&-1.8%	-13%	5%	-2%&-21%	-21%
Cc1ccccc1NC(=S)N(Cc1cccs1)C1CCCC1	-5%	-4%	5%	-0.4%	-3%	5%	1%	?
S=C(NCCc1ccccc1)N1CCN(Cc2ccccc2)CC1	-14%	4%	-1%	-1.1%	1%	14%	1%	0%
O=C(O)c1ccc2nc(-c3ccco3)c(-c3ccco3)nc2c1	?	10µM*	-10%	4.7%	9%	?	?	-7%
O=C(O)c1ccc(N2Cc3ccccc3C2)cc1O	-5%	-8%	6%	-0.3%	0%	0%	1%	-20%[46.1 µM]
O=C(NCC(=O)N(Cc1cccs1)C(C(=O)NC1CCCC1)c1cccnc1)c1ccco1 (stereo not given)	-13%	-8%	-1%	0.8%	-5%	21%	-7%	-10%[46.1 µM]
CCC(=O)Nc1nnc(CSCc2ccc(F)cc2)s1	-7%	?	-3%	-1.0%	-3%	0%	-5%	-14%[46.1 µM]
CN(CCO)c1cc(Sc2nc3ccccc3s2)c2nonc2c1[N+](=O)[O-]	?	-14%	1%	6.0%	5%	1%	-1%	-10%[46.1 µM]
O=C(CSc1nnc2[nH]c(=O)cc(-c3ccccc3)n12)Nc1ccc(F)cc1F	-11%	1%	-1%	5.8%	.	.	-1%	.
C/C(=N\Nc1cc(C(F)(F)F)ccc1Cl)c1ccccc1O	1%	6%	-7%	-2.2%	-12%	-26%	-6%	-15%
CSc1nsc2nc(=O)c(/C=C3\C(C)=Nc4ccccc43)c(N)n12	-27%	-3%	5%	2.6%	-3%	-17%	-6%	-49%
O=C(COC(=O)c1ccccc1C(=O)c1ccccc1)Nc1ccc(SC(F)F)cc1	?	?	-1%	3.0%	-2%	-4%	-2%	-26%

As a short view, some entries already given:
SMILES	Tau fluor counter	Tau fibril FP	TRb SRC2 PPI	Epigenetic reg	GLA spleen mod	CBFb-RUNX1 inh	TexasRed fluor	NPSR antag
O=C(Nc1ccccc1)c1n[nH]c(Cn2cncn2)n1	0%	-2%	0%	-1.3%	5%	-5%	0%	-4%[46.1 µM]
O=C(NCc1ccc2c(c1)OCO2)c1cccnc1Cl	-2%	3%	1%	2.5%	-2%	19%	-8%	11%
O=c1[nH]nc(SCc2ccccc2Cl)n1-c1ccc2c(c1)OCCO2	1%	6%	-5%	7.9%	7%	0%	-1%	21%
Cc1ccc(NC(=O)c2cc(-c3cccs3)on2)cc1C	-14%&-18%	?	-4%&5%	-1.1%&-1.8%	-13%	5%	-2%&-21%	-21%
Cc1ccccc1NC(=S)N(Cc1cccs1)C1CCCC1	-5%	-4%	5%	-0.4%	-3%	5%	1%	?
S=C(NCCc1ccccc1)N1CCN(Cc2ccccc2)CC1	-14%	4%	-1%	-1.1%	1%	14%	1%	0%
O=C(O)c1ccc2nc(-c3ccco3)c(-c3ccco3)nc2c1	?	10µM*	-10%	4.7%	9%	?	?	-7%
O=C(O)c1ccc(N2Cc3ccccc3C2)cc1O	-5%	-8%	6%	-0.3%	0%	0%	1%	-20%[46.1 µM]
O=C(NCC(=O)N(Cc1cccs1)C(C(=O)NC1CCCC1)c1cccnc1)c1ccco1 (stereo not given)	-13%	-8%	-1%	0.8%	-5%	21%	-7%	-10%[46.1 µM]
CCC(=O)Nc1nnc(CSCc2ccc(F)cc2)s1	-7%	?	-3%	-1.0%	-3%	0%	-5%	-14%[46.1 µM]
CN(CCO)c1cc(Sc2nc3ccccc3s2)c2nonc2c1[N+](=O)[O-]	?	-14%	1%	6.0%	5%	1%	-1%	-10%[46.1 µM]
O=C(CSc1nnc2[nH]c(=O)cc(-c3ccccc3)n12)Nc1ccc(F)cc1F	-11%	1%	-1%	5.8%	.	.	-1%	.

(cont.)
SMILES	Tau fluor counter	Tau fibril FP	TRb SRC2 PPI	Epigenetic reg	GLA spleen mod	CBFb-RUNX1 inh	TexasRed fluor	NPSR antag
CCCNS(=O)(=O)c1ccc(CCC(=O)Nc2cc(Cl)ccc2Oc2ccccc2)cc1	-25%	0%	-9%	1.0%	3%	2%	0%	-25%
Cc1ccnc(SCC(=O)N2CCC(C(N)=O)CC2)n1	-2%	0%	-3%	10%	4%	2%	0%	-6%[7.67 µM]
CC(=O)C1=C(C)NC(C)=C(C(C)=O)C1c1ccccc1	2%	2%	2%	-5.0%	-1%	1%	1%	8%
COC(=O)[C@@]1(Cc2ccc(OC)cc2)[C@H]2c3cc(C(=O)N4CCCC4)n(Cc4ccc(O)c(OC)c4)c3C[C@H]2CN1C(=O)c1ccccc1	-8%	-8%	-1%	1.3%	4%	-13%	0%	.
CC(C)N(Cc1nc(-c2ccccc2)no1)C(=O)CN(C)S(=O)(=O)c1ccccc1	-4%	2%	5%	-0.8%	-4%	7%	-1%	-19%[46.1 µM]
CC(C)CN(CC(C)C)S(=O)(=O)N1CCC(C(=O)N2CCc3ccccc3C2)CC1	-5%	6%	-3%	0.1%	5%	-1%	-2%	-11%
Cc1cc(Cl)ccc1OCc1cn2cccnc2n1	3%	0%	4%	2.3%	-6%	0%	1%	-3%
Cc1ccc(N2CCN(C(=O)c3ccccc3NC(=O)C3CC=CCC3C(=O)O)CC2)cc1 (stereo not given)	-1%	8%	-2%	3.8%	-10%	1%	-2%	-7%[46.1 µM]
CC1Cn2c(C(=O)NCCc3ccc(Cl)cc3)cc3cccc(c32)S1 (stereo not given)	?	?	-1%	-0.5%	.	.	-2%	.
CC(C)C[C@H](NC(=O)C1(c2ccccc2)CCN(C(=O)[C@H]2CSCN2C(=O)OC(C)(C)C)CC1)C(=O)O	-2%	-6%	-2%	-9.5%	1%	10%	0%	9%
CCC(c1nnnn1Cc1ccc(OC)cc1)N1CCN(c2ccc(OC)cc2)CC1 (stereo not given)	-29%	6%	-2%	0.0%	13%	-3%	-1%	12%
O=C(O)CCSc1nc2ccccc2c(=O)[nH]1	-3%	-1%	-3%	0.0%	-26%	1%	-1%	9%
CCSc1oc(-c2ccco2)nc1S(=O)(=O)c1ccccc1	-12%	-8%	-4%	0.0%	-2%	7%	0%	-4%[46.1 µM]
Cn1c(=O)c2c(-c3ccccc3)n3c(c2n(C)c1=O)C(c1ccco1)Nc1ccccc1-3 (stereo not given)	-26%	13%	-9%	-0.9%	.	.	0%	.
COCC(C)n1c(C)cc(C(=O)CN2C(=O)NC(Cc3c[nH]c4ccccc34)C2=O)c1C (stereo not given)	-20%	5%	-1%	-0.1%	3%	-7%	-3%	-15%[46.1 µM]
CS(=O)(=O)n1nc(OC(=O)c2cccs2)cc1N	-13%	2%	-8%	1.5%	-14%	-19%	0%	-22%
Cc1ccc(C)c(NC(=O)Nc2cccc(-c3cn4cccnc4n3)c2)c1	-16%	-12%	6%	-1.1%	.	.	-3%	.
O=C(CCCOc1ccccc1)N1CCN(c2ccc(F)cc2)CC1	-20%	0%	-7%	-0.1%	-8%	11%	-4%	-22%[46.1 µM]
CCSc1ncc(Cl)c(C(=O)Nc2ccc(S(=O)(=O)Nc3nccc(C)n3)cc2)n1	-7%	-7%	-1%	-1.0%	.	.	-9%	.
Cc1onc(-c2ccccc2)c1C(=O)N/N=C/C(Br)=C/c1ccccc1	?	?	0%	?	2%	19%	-1%	-25%
O=C(NCc1ccco1)/C(=C/c1cccnc1)NC(=O)c1ccco1	-5%	0%	0%	-2.0%	7%	1%	-2%	-7%[46.1 µM]
Cc1cccc(-n2ccnc2SCC(=O)N2CCCc3ccccc32)c1C	-11%	?	4%	-1.1%	-1%	-15%	-22%	-37%
COc1ccccc1N1CCN(C(=O)CCc2c[nH]c3ccccc23)CC1	-14%	9%	-7%	-2.6%	-2%	-2%	-5%	-5%
CCCN(CCC)CC(O)CN1C(=O)N(CN2C(=O)N(CC(O)CN(CCC)CCC)C(=O)C2(C)C)C(C)(C)C1=O (stereo not given)	-7%	-1%	-2%	-0.8%	-10%	4%	0%	20%
Cc1sc2nc(CN3CCOCC3)[nH]c(=S)c2c1C	-4%	-7%	2%	?	11%	-12%	1%	-10%
COc1ccc(CC(=O)Nc2c3c(nn2C(C)(C)C)CS(=O)C3)cc1 (stereo not given)	-3%	-1%	-17%	-1.1%	3%	7%	-3%	9%[46.1 µM]
O=C(Nc1nnc(-c2ccc(Cl)cc2)o1)C1CCCCC1	14%	1%	8%	0.0%	6%	5%	-2%	18%
CN1/C(=C/C(=O)c2ccc(Cl)cc2)Sc2cc3c(cc21)OCO3	7%	6%	12%	0.0%	-1%	-4%	3%	?
C=CCn1c(CCCNC(=O)CCC)nc2ccccc21	-8%	-6%	-12%	1.0%	15%	-1%	0%	1%
COc1ccc(-c2c(C)c3ccc(O)c(CN4CCOCC4)c3oc2=O)cc1OC	-4%	-14%	-6%	-1.5%	.	.	-3%	.
CC(C)CNC(=O)CC(=O)N/N=C/c1cccs1	-2%	?	2%	1.1%	3%	4%	-2%	5%
O=C(NCc1cccnc1)C1CC(=O)N(C2CCCCC2)C1 (stereo not given)	3%	0%	-11%	-1.4%	5%	-10%	2%	-2%[46.1 µM]
Nc1cc(-c2ccco2)no1	-13%	-13%	-20%	-1.0%	6%	11%	-3%	-9%[46.1 µM]
